Vif-A3G inh – Vif-A3G binding inhibition | Q9HC16 | HeLa A3G-eYFP + Vif (tagged APOBEC3G with the HIV-1 protein that degrades it), YFP fluorescence, overnight | Potency, µM (doses to about 46.1 µM), inactives show at the top dose activity, negative = active, most hits filed as inhibitors | 0.076% of 410,000 active | AID 602310;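 note: potency is the fitted concentration of half-maximal effect; % is set by controls: 0 for no effect and ±100 for the full control effect; nearly all actives have a fitted effect of over 60% in size; hits raise eYFP signal because A3G escapes Vif-driven loss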
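HeLa cells stably expressing Vif and C-terminally eYFP-tagged A3G, seeded overnight at 37 deg C, then exposed to compound by pintool overnight at 37 deg C. Rise in yellow fluorescence (Ex 488/Em 500-530, Acumen) marks blocked Vif-driven A3G degradation.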
Vif-APOBEC3F blk – Vif-A3F binding inhibition; Potency, µM (highest dose often 46.1 µM), inactives show top-dose activity, negative = active; 0.2% of 390,000 active; HeLa A3F-eYFP + Vif (tagged APOBEC3F with the HIV-1 protein that degrades it), YFP fluorescence increase; AID 602313; note: potency is the fitted concentration of half-maximal effect; % of control where 0% means no effect; nearly all actives have a fitted effect of over 65% in size
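Fluorescence increase (Ex 488/Em 500-530) after overnight compound treatment at 37 deg C flags inhibition of Vif-driven A3F-eYFP loss in stable HeLa A3F-eYFP/Vif cells seeded overnight beforehand.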
PI4K2A inh – blocks human PI4K2A kinase activity. Q9BTU6. purified PI4K2A, ADP-Glo luminescence, 1 h; hits give low values. activity change, negative = inhibition, % at 76.9 µM. 0.13% of 420,000 active. AID 1346378; in the data active = activity change below about -50%; inconclusive = mostly about -30% to -49%;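 note: -100% = wells without enzyme as full effect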
Target sequence (Q9BTU6 whole entry, looked up): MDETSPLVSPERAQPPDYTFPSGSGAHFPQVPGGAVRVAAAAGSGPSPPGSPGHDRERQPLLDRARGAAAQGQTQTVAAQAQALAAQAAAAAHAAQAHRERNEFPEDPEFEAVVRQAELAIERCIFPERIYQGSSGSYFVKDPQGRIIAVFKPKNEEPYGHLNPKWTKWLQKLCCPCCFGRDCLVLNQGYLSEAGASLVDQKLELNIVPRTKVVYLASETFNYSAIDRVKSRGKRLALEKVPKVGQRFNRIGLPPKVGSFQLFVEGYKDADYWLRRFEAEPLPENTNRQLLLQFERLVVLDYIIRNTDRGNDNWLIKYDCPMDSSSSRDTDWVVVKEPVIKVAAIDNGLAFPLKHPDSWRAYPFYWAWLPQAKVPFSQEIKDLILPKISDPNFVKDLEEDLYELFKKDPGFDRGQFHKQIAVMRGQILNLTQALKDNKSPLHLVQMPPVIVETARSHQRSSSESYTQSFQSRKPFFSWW
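ADP-Glo luminescence measured ADP generated by PI4K2A enzyme (4 ug/mL before mixing) with 1.2 mM PI substrate (pre-mix) and 300 microM ATP (pre-mix). Tris pH7.5 buffer with MgCl2, Triton X-100; 1 h reaction at ambient temperature.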
mIDH1 inhibitor – human IDH1 R132H inhibition | IDH1-R132H enzyme, NADPH consumption, diaphorase/resazurin fluorescence | Potency, µM (top dose mostly 76.6 µM), inactives show at the top dose activity change, negative = inhibition, usual class: inhibitors | 0.093% of 390,000 active; note: potency is the fitted concentration of half-maximal effect; % is set by controls: 0 for no effect and ±100 for the full control effect; nearly all actives have a fitted effect of over 65% in size
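IDH1-R132H (0.5 ug/mL dispensed) in pH 7.5 Tris buffer was preincubated 30 min with compound, then given a substrate mix of 0.016 mM NADPH and 2 mM alpha-KG for 80 min at room temperature; remaining NADPH was read by diaphorase/resazurin fluorescence.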
Glioma ERSR ind – ER stress response induction in glioma. Potency, µM, for inactives: top-dose activation, most hits filed as activators. AID 602332. U87-MG GRP78 promoter luciferase reporter, 16 h. 0.02% of 420,000 active; note: potency is the fitted concentration of half-maximal effect; series mostly up to about 76 µM; % of control where 0% means no effect; nearly all actives have a fitted effect of over 35% in size
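ERSR induction read as luciferase luminescence (Bright-Glo, 10 min at room temperature) in stably transfected human U87-MG glioma cells exposed to compounds for 16 h, using GRP78 as sensor.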
RXFP1 ag – RXFP1 (human) receptor agonism. Q9HBX9. HEK293T-RXFP1 cAMP TR-FRET, 30 min; response scale: percent of porcine relaxin response, buffer zero. Potency, µM (titrated, usually from 57.5 µM), for the others: at the top dose activation, actives largely listed as activators. 0.3% of 370,000 active; note: potency is the fitted concentration of half-maximal effect; % is set by controls: 0 for no effect and ±100 for the full control effect; nearly all actives have a fitted effect of over 60% in size; many of its hits are not listed in these tables
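HEK293T cells stably expressing RXFP1 were pretreated with the PDE4 inhibitor Ro 20174, exposed to compounds for 30 min at 37C, lysed, and cAMP was read by TR-FRET. Data normalized to buffer (basal) and 29 nM porcine relaxin (100%).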
TrxR1 substrate – rat thioredoxin reductase 1 substrate activity | 0.01% of 390,000 active | purified TrxR1 substrate turnover, NADPH consumption readout | AID 588456 | Potency, µM (highest dose often 114 µM), inactives show at the top dose activity change, negative = substrate turnover; note: potency is the fitted concentration of half-maximal effect; % is set by controls: 0 for no effect and ±100 for the full control effect; nearly all actives have a fitted effect of over 50% in size
Target sequence (O89049 whole entry, looked up): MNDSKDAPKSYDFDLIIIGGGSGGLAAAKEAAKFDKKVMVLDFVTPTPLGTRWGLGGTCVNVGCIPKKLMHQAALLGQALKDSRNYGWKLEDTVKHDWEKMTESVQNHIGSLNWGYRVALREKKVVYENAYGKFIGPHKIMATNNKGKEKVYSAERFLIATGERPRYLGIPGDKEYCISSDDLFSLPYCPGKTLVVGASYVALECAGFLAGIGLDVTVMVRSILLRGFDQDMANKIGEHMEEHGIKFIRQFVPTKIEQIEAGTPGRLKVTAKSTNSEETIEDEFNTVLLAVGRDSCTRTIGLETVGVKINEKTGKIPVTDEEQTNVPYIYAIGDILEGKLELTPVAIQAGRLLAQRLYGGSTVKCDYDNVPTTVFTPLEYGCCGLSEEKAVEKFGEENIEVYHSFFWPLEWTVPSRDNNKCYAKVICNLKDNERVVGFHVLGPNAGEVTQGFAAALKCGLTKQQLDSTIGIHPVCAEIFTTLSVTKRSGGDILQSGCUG
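Rat TrxR1, dispensed at 90 nM, was prereduced with 400 uM NADPH (final) for 5 min at ~22 deg C, then incubated with compound 15 min before 400 uM selenite. A first-read NADPH fluorescence drop versus no-compound background flagged substrates.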
USP1 inh – USP1/UAF1 (human) deubiquitinase inhibition; O94782; recombinant USP1/UAF1, Ub-Rhodamine cleavage fluorescence; Potency, µM (titrated, usually from 57.1 µM), without a hit: top-dose activity change, negative = inhibition, most hits filed as inhibitors; 0.23% of 390,000 active; AID 743255; note: potency is the fitted concentration of half-maximal effect; % is set by controls: 0 for no effect and ±100 for the full control effect; nearly all actives have a fitted effect of over 60% in size; inactives centre near -12
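In this screen, compounds sit with the deubiquitinase complex (1nM) for 15 min at room temperature before Ub-Rho is added at 150nM final. Fluorescence rise is then followed for 6 reads every 60 seconds.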
LDHA block – LDHA (human) enzyme inhibition. activity change, % (values are at about 110 or 230 µM). purified LDHA, NADH/diaphorase-resazurin fluorescence; hits give low values. 0.15% of 480,000 active. AID 1347041; in the data active = activity change below about -30%; inconclusive = mostly about -25% to -30%;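 note: plate controls were DMSO wells for no effect and wells without enzyme for full effect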
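Enzyme activity of human lactate dehydrogenase 5 (2 nM; 0.06 mM NADH, 0.2 mM pyruvate, 5 min, RT) is measured via a resazurin/diaphorase fluorescence readout of residual NADH.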
* hit, by the source's call; ? = inconclusive; · = not tested or not shown; & = joins results of further samples; [ ] = dose if it differs, or a comment. Unless noted, calls come from the whole dose curve; as a rule, active = well fitted curve in the direction sought with a large enough effect; inconclusive = small, poorly fitted or top-dose-only effect, or another doubt; inactive = no such curve, though single readings can be large; an effect the other way counts as inactive or inconclusive.

SMILES | Vif-A3G inh | Vif-APOBEC3F blk | PI4K2A inh | mIDH1 inhibitor | Glioma ERSR ind | RXFP1 ag | TrxR1 substrate | USP1 inh | LDHA block
Cc1c(C(=O)N2CCN(Cc3ccccc3)CC2)sc2ncnc(N3CCOCC3)c12 | -1% | 3% | 0 | 4% | -4% | 0.5% | 5% | -15% | -2
COc1ccc(NC(=O)CSc2nc3c(oc4ccccc43)c(=O)n2-c2ccc(C)c(C)c2)cc1 | 0% | 0% | 1 | 5% | -3% | -1.8% | 2% | -14% | -11
COc1ccc(C(C)=O)cc1CC(=O)NC1CCCCCC1 | 2% | -5% | 2 | 2% | -5% | 1.6% | -3% | -16% | -6
CC1=CC(=Nc2c(C)n(C)n(-c3ccccc3)c2=O)C=C(C)C1=O | ? | ? | -6 | 10% | -6% | -1.5% | -13% | -16% | 40
CCC(=O)N1CCc2cc(Br)cc(S(=O)(=O)CCC(=O)Nc3ccc(Cl)cc3)c21 | -9% | 4% | -3 | 8% | -1% | 12% | -2%[2.29 µM] | -8% | -2
O=C(COC(=O)C(O)c1ccccc1)NC12CC3CC(CC(C3)C1)C2 (stereo not drawn) | 0% | 0% | 8 | 7% | -1% | 2.6% | -9% | -14% | 0
Cc1cc(NC(=O)c2ccc3nc(C)sc3c2)no1 | -1% | -4% | -7 | 5% | -2% | 0.4% | 7% | 0% | 3
CC(C)=CCc1c(O)c(CC=C(C)C)c2occ(-c3ccc(O)cc3)c(=O)c2c1O | -9% | 2% | 4 | -14% | -10% | 1.2% | -7% | -34% | -3
COC(=O)c1c(NC(=O)c2ccc(S(=O)(=O)N(C)C3CCCCC3)cc2)sc2c1CCN(C)C2 | -3% | ? | 4 | -1% | -2% | 2.2% | -8%[57.1 µM] | ? | 0
CC1(CCc2ccccc2)NC(=O)N(CC(=O)N2CC(=O)Nc3ccccc32)C1=O (stereo not drawn) | -4% | 11% | -2 | -3% | -2% | -0.5% | 1% | -5% | 0
CC(C)(C)c1ccc(NC(=O)Nc2ccc(OCC(=O)N3CCOCC3)cc2)cc1 | -5% | 0% | 10 | -2% | 0% | 0.2% | 4%[57.1 µM] | -22% | -3
CCOc1ccc(CNC(=O)CCCn2c(=O)c3cccn3c3ccc(F)cc32)cc1 | -3% | -7% | -1 | -6% | -4% | 1.1% | 1%[11.4 µM] | -12% | -1
CCc1cccc(C)c1N=Cc1c(O)c2ccccc2oc1=O | -1% | -17% | 2 | 5% | -4% | 0.2% | 5%[57.1 µM] | -17% | -11
O=C(NCCNS(=O)(=O)c1ccccc1)c1cc(OCC(F)(F)F)ccc1OCC(F)(F)F | -5% | 3% | 0 | -3% | -5% | 1.9% | 1% | -3% | -5
COc1ccc(NC(=O)CN2CCCCC2)cc1S(=O)(=O)N1CCCCC1 | 0% | 1% | 3 | 0% | -4% | · | 8%[57.1 µM] | -18% | -18
COc1ccc(NC(=O)C2CC(=O)N/C(=N/N=C/c3ccccc3)S2)cc1 (stereo not drawn) | 1% | 0% | -1 | 0% | -6% | 3.4% | -3% | -1% | -9
O=C1C[C@@H]2CCN3C(=O)CCC[C@@H]([C@H]23)[C@@H]1Cc1ccccc1 | 4% | 6% | -1 | 25% | 0%&-8% | · | 0% | -2% | 3
CC1=CC2(C)NC(=O)C(C)C12 (stereo not drawn) | 1% | -5% | -4 | 10% | -3% | · | · | -24% | -3
O=C(O)CCCN1C(=O)C(=O)/C(=C(/O)c2ccc(Cl)cc2)C1c1ccccc1 (stereo not drawn) | 0% | 3% | -6 | 10% | -4% | 3.7% | -6% | -19% | 2
COc1ccc(-c2ccc(-c3cc(=O)oc4c(C(C)C)ccc(C)c34)cc2)cc1 | -3% | 4% | 4 | -12% | -2%&-4% | · | -1% | -11% | -5

2 neighbouring entries from above, quoted:
SMILES | Vif-A3G inh | Vif-APOBEC3F blk | PI4K2A inh | mIDH1 inhibitor | Glioma ERSR ind | RXFP1 ag | TrxR1 substrate | USP1 inh | LDHA block
Cc1c(C(=O)N2CCN(Cc3ccccc3)CC2)sc2ncnc(N3CCOCC3)c12 | -1% | 3% | 0 | 4% | -4% | 0.5% | 5% | -15% | -2
COc1ccc(NC(=O)CSc2nc3c(oc4ccccc43)c(=O)n2-c2ccc(C)c(C)c2)cc1 | 0% | 0% | 1 | 5% | -3% | -1.8% | 2% | -14% | -11

(next part)
SMILES | Vif-A3G inh | Vif-APOBEC3F blk | PI4K2A inh | mIDH1 inhibitor | Glioma ERSR ind | RXFP1 ag | TrxR1 substrate | USP1 inh | LDHA block
CCC(C)(C)NC(=O)C1CCN(c2nc(C)cc(C)n2)CC1 | 2% | 1% | 0 | 6% | -4% | 2.0% | 13% | 2% | -3
O=CN1CCN(C(=O)Cc2ccc([N+](=O)[O-])cc2)CC1 | -4% | 0% | 2 | 0% | 0% | 0.7% | -12% | -3% | -7
CCOc1ccccc1CNC(=O)c1ccc(NC(=O)N2CCSc3ncccc32)cc1 | 2% | 8% | 3 | 3% | -1% | -0.3% | 14% | 1% | -4
Cc1cc(C)nc(/N=C(\N)Nc2ccc(S(=O)(=O)Nc3nccc(C)n3)cc2)n1 | 0% | 7% | -2 | 0% | -4% | ? | -5% | -4% | -6
Cc1cccnc1C(NC(=O)C1CCN(Cc2ccc(Oc3ccccc3)cc2)CC1)c1ccccc1 (stereo not drawn) | -2% | · | 3 | · | -2% | · | · | · | -7
Cc1ccccc1CCNC(=O)C1CC(O)CN1C(=O)Nc1ccccc1 (stereo not drawn) | 9% | -1% | 1 | 6% | -4% | 1.0% | -3% | -11% | -1
COC(=O)c1sccc1NC(=O)c1cc(-c2cc(C)ccc2C)nc2ccccc12 | -1% | -6% | 8 | 0% | 7% | 6.0% | 11%[57.1 µM] | -19% | -3
CC(C)C(=O)NC(C)C(c1cccs1)N1CCOCC1 (stereo not drawn) | 5% | -18% | 3 | -1% | -2% | 0.2% | 3% | -17% | -8
COc1ccc(N2CCN(C(=O)CSc3nnc(-c4ccc5[nH]c(C)c(C)c5c4)o3)CC2)cc1 | 1% | -8% | 0 | 5% | 1% | -0.1% | 8% | -10% | -1
COc1ccc2c(c1)C(=O)C1(CC2)OC1c1cccnc1 (stereo not drawn) | -1% | 8% | 2 | -11% | -2% | · | · | ? | 11
O=C(NC1CC1)c1cccc(NC(=O)C2CCCC2)c1 | -1% | 1% | -2 | -7% | 0% | · | 2% | -22% | -2
Cc1ccnc2c(N3C(=O)C4C5C=CC(C5)C4(C)C3=O)cccc12 (stereo not drawn) | 1% | 6% | -6 | -5% | -4% | 1.7% | 1%[57.1 µM] | -8% | -1
CCC(C)(C)NC(=O)CSc1nc(Cc2ccccc2)nc2ccccc12 | -10% | -7% | 2 | 6% | -5% | 7.7% | 0% | -11% | 0
Cc1ccc(S(=O)(=O)N(C)C[C@H]2OCc3cn(nn3)CCCC(=O)N([C@H](C)CO)C[C@@H]2C)cc1 | 1% | 0% | 3 | -3% | -1% | · | · | -16% | 1
COc1ccc([N+](=O)[O-])cc1NC(=O)CSc1nc(C)cc(C)n1 | -3% | 1% | -1 | 4% | -2% | 1.8% | 2% | -10% | -1
Cc1cc(C)c2c(=O)cc(CSCC(=O)Nc3nnc(C)s3)[nH]c2c1 | -1% | -4% | -5 | -3% | 1% | -0.3% | -5%[57.1 µM] | -15% | 1

A different layout for ten compounds above:
Values run as follows: Vif-A3G inh	Vif-APOBEC3F blk	PI4K2A inh	mIDH1 inhibitor	Glioma ERSR ind	RXFP1 ag	TrxR1 substrate	USP1 inh	LDHA block
> CCC(C)(C)NC(=O)C1CCN(c2nc(C)cc(C)n2)CC1
  2%	1%	0	6%	-4%	2.0%	13%	2%	-3
> O=CN1CCN(C(=O)Cc2ccc([N+](=O)[O-])cc2)CC1
  -4%	0%	2	0%	0%	0.7%	-12%	-3%	-7
> CCOc1ccccc1CNC(=O)c1ccc(NC(=O)N2CCSc3ncccc32)cc1
  2%	8%	3	3%	-1%	-0.3%	14%	1%	-4
> Cc1cc(C)nc(/N=C(\N)Nc2ccc(S(=O)(=O)Nc3nccc(C)n3)cc2)n1
  0%	7%	-2	0%	-4%	?	-5%	-4%	-6
> Cc1cccnc1C(NC(=O)C1CCN(Cc2ccc(Oc3ccccc3)cc2)CC1)c1ccccc1 (stereo not drawn)
  -2%	·	3	·	-2%	·	·	·	-7
> Cc1ccccc1CCNC(=O)C1CC(O)CN1C(=O)Nc1ccccc1 (stereo not drawn)
  9%	-1%	1	6%	-4%	1.0%	-3%	-11%	-1
> COC(=O)c1sccc1NC(=O)c1cc(-c2cc(C)ccc2C)nc2ccccc12
  -1%	-6%	8	0%	7%	6.0%	11%[57.1 µM]	-19%	-3
> CC(C)C(=O)NC(C)C(c1cccs1)N1CCOCC1 (stereo not drawn)
  5%	-18%	3	-1%	-2%	0.2%	3%	-17%	-8
> COc1ccc(N2CCN(C(=O)CSc3nnc(-c4ccc5[nH]c(C)c(C)c5c4)o3)CC2)cc1
  1%	-8%	0	5%	1%	-0.1%	8%	-10%	-1
> COc1ccc2c(c1)C(=O)C1(CC2)OC1c1cccnc1 (stereo not drawn)
  -1%	8%	2	-11%	-2%	·	·	?	11

These rows are one share of the data; the hit share may differ from the screen's.
